# Screening data (PubChem BioAssay)
# Cdc25B inh – inhibitors of human Cdc25B phosphatase. P30305. recombinant Cdc25B, OMFP fluorescence Ex485/Em525. inhibition, %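 (compounds tested at 10 µM final in the well)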. 65,000 compounds, 0.1% hits; in the data active means inhibition above about 50%
# A340 absorber – compound absorbs light at 340 nm | compound absorbance at 340 nm, fold over control | fold change at 10 µM | 65,000 tested, under 10 active | AID 708;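 active means at 10 µM dose, initial 340 nm absorbance at least 2 fold that of control wells; inactive means change under 2 fold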;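 further: initial absorbance extrapolated from kinetic A340 decline of NADH oxidation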
# Hsp90 inh – displaces geldanamycin probe from tumor Hsp90. inhibition, % at 30 µM. 64,000 compounds, 0.35% hits. NCI-N417 lysate Hsp90, Cy3B-geldanamycin FP displacement;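 active means inhibition above 50%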;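 further: 0% = tracer plus lysate wells and 100% = tracer alone without lysate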
# FXIa inh mix – blocks human factor XIa in pooled compound mixtures; AID 680; 62,000 compounds, 0.19% hits; P03951; inhibition, % at 5 µM; purified FXIa, fluorogenic substrate;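 further: each value is inhibition by a whole ten-compound pool holding the compound; 0% = enzyme with no mixture and 100% = wells lacking enzyme; strong numbers were not always called active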
# Target sequence (P03951 19-387 limits assumed): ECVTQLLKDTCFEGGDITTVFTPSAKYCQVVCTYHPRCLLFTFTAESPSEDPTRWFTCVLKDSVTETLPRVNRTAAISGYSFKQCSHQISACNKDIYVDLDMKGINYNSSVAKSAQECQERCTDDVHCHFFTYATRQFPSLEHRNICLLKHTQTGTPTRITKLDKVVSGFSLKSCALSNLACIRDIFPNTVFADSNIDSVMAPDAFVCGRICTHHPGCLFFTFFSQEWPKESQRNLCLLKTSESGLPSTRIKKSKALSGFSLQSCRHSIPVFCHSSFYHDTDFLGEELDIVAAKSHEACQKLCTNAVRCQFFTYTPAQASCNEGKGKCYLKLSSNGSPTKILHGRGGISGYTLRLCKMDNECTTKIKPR
# Target sequence (P03951 388-625 limits assumed): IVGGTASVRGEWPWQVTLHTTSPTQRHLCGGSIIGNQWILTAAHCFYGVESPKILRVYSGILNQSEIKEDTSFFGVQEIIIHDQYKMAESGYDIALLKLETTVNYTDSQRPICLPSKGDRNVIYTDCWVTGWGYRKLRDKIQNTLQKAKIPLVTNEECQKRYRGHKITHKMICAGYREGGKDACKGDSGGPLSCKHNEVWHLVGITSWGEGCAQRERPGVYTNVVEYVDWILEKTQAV
# MMP13 inh – inhibitors of human MMP13; MMP-13 fTHP FRET cleavage, Mca fluorescence; P45452; AID 570; 65,000 compounds, 0.07% hits; inhibition, % at 4 µM;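 active means inhibition above the mean of compound-free control plate wells plus 3 SD, cut at about 14% in these data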;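 further: 0% = DMSO wells and 100% = wells with reference MMP-13 inhibitor after basal subtraction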
# JNK3 inh – blocks human JNK3 kinase activity; AID 746; inhibition, % at 8 µM; purified JNK3 kinase activity, HTS; P53779; 60,000 compounds, 0.61% hits; in the data active means inhibition above about 17%;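 further: 0% = DMSO and 100% = reference inhibitor; many of its hits are not listed in these tables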
# AP complement – orthogonal test for alternative complement pathway inhibitors. Human serum alternative complement pathway, LPS-coated ELISA, C3 deposition; tested in compound mixtures. inhibition, % at 5 µM. 62,000 compounds, 0.08% hits. AID 1235;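 active means inhibition above 30% in each of the two pooled mixtures holding the compound, so the lower value exceeds 30%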;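 further: 0% = serum in Mg-EGTA without compound and 100% = EDTA serum blank; some compounds past the cut are filed as inactive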
#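 Medium: diluted human serum in Mg2+-EGTA GVB++. Assay system: human serum complement alternative pathway, C3 deposition onto LPS. Also added: Plate-bound LPS. Technique: Anti-C3 ELISA, OD 450 nm. Measure: percent inhibition. Incubation: 1 h at 37 °C. Dosing: 5 µM each compound, pools of ten, 50 µM per pool.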
# DUSP1 inh – human dual specificity phosphatase 1 inhibition; inhibition, %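 (compounds tested at a single concentration somewhere between 10 and 100 µM)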; AID 374; recombinant MKP-1, OMFP hydrolysis fluorescence; P28562; 65,000 compounds, 0.15% hits;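 active means inhibition above about 50%, limit read from the data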;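 further: 0% = DMSO max control wells and 100% = wells with enzyme stopped by NaOH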
# Target sequence (P28562 whole entry, looked up): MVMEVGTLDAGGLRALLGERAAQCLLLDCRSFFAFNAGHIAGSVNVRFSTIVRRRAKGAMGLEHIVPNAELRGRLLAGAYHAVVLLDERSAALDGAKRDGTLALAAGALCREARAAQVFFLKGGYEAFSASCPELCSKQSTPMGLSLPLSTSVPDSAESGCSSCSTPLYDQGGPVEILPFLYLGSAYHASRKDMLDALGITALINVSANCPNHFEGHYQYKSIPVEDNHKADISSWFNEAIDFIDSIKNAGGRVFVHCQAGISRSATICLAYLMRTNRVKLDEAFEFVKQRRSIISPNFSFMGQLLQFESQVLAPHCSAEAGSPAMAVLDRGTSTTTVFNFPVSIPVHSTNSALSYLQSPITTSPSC
# FXIIa mix inh – inhibitors of human coagulation factor XIIa, pooled mixtures. P00748. 62,000 compounds, 0.2% hits. inhibition, % at 5 µM. AID 684. purified FXIIa, fluorogenic substrate;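 further: 0% = enzyme without compound and 100% = no enzyme blank; some results filed as inactive read as strong as hits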
# An asterisk follows results filed as active; i = inactive; x = not tested or not shown; & = joins results of further samples; [ ] = another dose, or the depositor's remark. Unless noted, no stated cut-off is given here; in the data, active means inhibition above about 20% (passing the limit was not always enough); inactive means the rest.
SMILES,Cdc25B inh,A340 absorber,Hsp90 inh,FXIa inh mix,MMP13 inh,JNK3 inh,AP complement,DUSP1 inh,FXIIa mix inh
CCOC(=O)c1ccccc1NC(=O)C(C)Oc1ccccc1 (stereo not given),-8,1,0,6,-8,1,8,3,12
CCC(C)(NC(=O)CNC(C)=O)C(=O)NC1CCCCC1 (stereo not given),-17,1,-3,28,0,x,-2,9,1
CC(C)OCCCNC(=O)c1c(N)n(/N=C/c2ccccn2)c2nc3ccccc3nc12,-3,1.1,-1,-7,-4,5,-18,36,1
Cc1ccc(C(C)NC(=O)C2CCCO2)cc1C (stereo not given),-2,1.1,-3,7,3,-1,11,1,-15
CCN(CC)c1cc2nonc2c2nonc12,-8,1.1,-4,6,-2,-2,14,9,4
CC(=C1C(=O)c2ccccc2C1=O)N1CCN(Cc2ccccc2)CC1,-5,1.2,-4,7,-1,7,9,5,-5
CCOC(=O)c1[nH]c2ccccc2c1NC(C)=O,-1,1,-2,1,-2,-2,6,17,12
COc1ccccc1N1CCN(C(=O)c2cc(-c3cccs3)on2)CC1,-20,0.93,-5,4,2,0,17,0,13
Cc1ccc2nc(C)c(C)nc2c1N,0,1.1,-2,5,-1,-2,24,-1,-1
O=C1c2ccccc2C(=O)N1CCCc1nc(-c2ccc(Cl)cc2)no1,-3,1.1,1,6,7,-6,20,-5,-5
CCn1c(N)c(C(N)=O)sc1=S,1,1.1,-4,11,-1,15,17,13,-4
COc1ccc(CN2CC(C(=O)NCCCN3CCCCCC3)CC2=O)cc1 (stereo not given),-26,1,-2,2,-4,5,24,4,12
O=C(O)C(Oc1ccc2c3c(c(=O)oc2c1)CCC3)c1ccccc1 (stereo not given),-2,1.2,-4,-7,-52,-6,-1,7,3
C=CCN=C(NC#N)SCC(=O)NC(C)(C)C,-11,1,4,5,2,2,-1,20,1
O=c1cc(N2CCCC2)[nH]c(=O)n1-c1ccc(Cl)cc1,-10,0.99,-1,x,2,-2,x,5,x
Cc1cc(C)cc(N(CC(=O)NC2CCC(C)CC2)S(=O)(=O)c2c(C)noc2C)c1 (stereo not given),-3,0.98,-3,-14,-6,4,-8,3,0
O=C(Nc1ccncc1)c1cccs1,-2,1,-3,8,-1,5,8,10,9
CCCC1=[N+](CC)CCn2c(C)ccc21,-4,1.1,1,-8,-3,0,10,4,2
COc1ccc(NC(=O)N2CCC(O)(c3cccnc3)CC2)c(OC)c1,1,1,0,7,2,-2,9,-3,2
CCN1CCN(Cc2ccc(OC)c(OCc3ccccc3)c2)CC1,-17,1,0,1,5,-2,3,2,6
Cc1ccc(C(=O)N2CCN(C)CC2)cc1S(=O)(=O)N1CCCCC1,-5,1.1,x,4,6,x,3,4,7
O=C(O)CCC(=O)N(Cc1cccs1)Cc1cccs1,11,1,-4,8,4,x,15,19,1
Cc1ccc2nc(-c3ccccc3Cl)cc(C(=O)Nc3cc(C)on3)c2c1,2,1.1,-4,-2,-7,3,1,2,4
OC(CCN1CCCCC1)(c1ccccc1)C1CCCCC1 (stereo not given),-10,0.98,-3&0,-4,2,2,-17,-36,1
CCN(CCCNC(=O)C1CCN(S(=O)(=O)c2cccc3nonc23)CC1)Cc1ccccc1,-6,1,-6,6,6,x,11,-4,14
# Later entries:
SMILES,Cdc25B inh,A340 absorber,Hsp90 inh,FXIa inh mix,MMP13 inh,JNK3 inh,AP complement,DUSP1 inh,FXIIa mix inh
CCCCCCSc1cc(C)nc2ncnn12,-5,1,-3,11,5,3,22,17,-1
CC(C)(C)c1cc(C(=O)NCc2cccnc2)ccn1,3,1.1,-4,-1,2,1,2,2,12
O=C(Nc1cccc(F)c1)c1ccc(S(=O)(=O)N2CCOCC2)cc1,-33,1,-1,2,2,5,27,2,2
CC(=O)C1=C(O)C(=O)N(c2cccc(C(=O)O)c2)C1c1ccccc1F (stereo not given),21,1.1,0,x,-3,-5,x,-20,x
Cc1cccc(OCC(=O)NCC(=O)n2nc(C)cc2C)c1,17,1,-7,x,-8,3,x,-9,x
COc1cc2c(cc1OC)-c1nncn1C(C)(C)C2,9,1,0,1,4,-1,25,6,8
Cc1ccc(CNc2ccc3c(c2)OCO3)cc1,-2,1.1,17,5,2,4,-8,-6,-2
COc1ccc(C2/C(=C(/O)c3ccc(Cl)cc3)C(=O)C(=O)N2CCN2CCOCC2)c(OC)c1 (stereo not given),-15,1.1,-4,7,-1,-3,5,22,1
O=C(CSc1ccc2nnc(-c3ccc(Cl)cc3)n2n1)N1CCN(c2ccccc2)CC1,-6,1.1,-2,-4,-10,-4,6,14,5
N#CC1=C(N)N2C(=C(C#N)C1c1ccccc1)Sc1ccccc12 (stereo not given),-15,1.1,-5,x,-1,-6,x,-9,x
O=C(C(Cc1ccccc1)n1cccc1)N1CCc2ccccc21 (stereo not given),-9,1,-2,1,-2,-6,13,-13,3
Cn1c(=O)cc(SCC(=O)N2CCN(C3CCCCC3)CC2)c2ccccc21,-7,1.1,-4,0,0,-8,10,9,5
COC(=O)c1cc(=O)[nH]c(SCc2cccc(C)c2)n1,-57,1.1,-2,-7,5,2,22,5,1
CC(=O)Nc1cc(NC(C)=O)cc(C(=O)NC(C)(C)C)c1,-11,1.1,-3,7,-14,-1,14,9,-1
O=C(Nc1ccc2c(c1)OCCO2)c1ccc(Cl)c(S(=O)(=O)N2CCOCC2)c1,4,1.1,-5,-2,-4,-4,3,3,4
COC(=O)C1=C(C(=O)c2ccccc2)C(c2cccs2)n2nnnc2N1 (stereo not given),-1,1.1,1,4,1,x,2,28,6
Cc1ccc2[nH]c(C)c(CN(C)C3CCN(C)CC3)c(=O)c2c1,-8,0.98,3,4,2,2,3,5,2
COC(=O)NC1CSCC1OC(=O)c1ccc(Br)cc1 (stereo not given),-14,1,-4,-27,2,-1,-13,7,-7
CC(O)(C#CCN1CCCC1)c1ccccc1 (stereo not given),6,0.99,0,-1,2,1,-5,4,6
CC(=O)c1c(C)[nH]c(C(=O)Nc2c(C)n(C)n(-c3ccccc3)c2=O)c1C,-8,1,-2,8,-1,-1,4,-1,-20
CCOC(=O)C1C2C=CC3(CN(Cc4ccco4)C(=O)C13)O2 (stereo not given),17,0.99,0,1,1,-6,2,15,4
CCn1nnc(-c2ccccc2NC(=O)c2cc(OC)c(OC)c(OC)c2)n1,-11,1.1,-4,1,0,-1,10,28,8
CCOc1ccc2cc(S(=O)(=O)N3CCOCC3)ccc2c1,-6,1.1,3,4,0,9,0,8,-3
COc1ccc(OC)c(C2C(C(C)=O)=C(O)C(=O)N2c2ccc(F)cc2)c1 (stereo not given),3,1.1,-1,3,5,-4,12,2,8
O=S(=O)(c1cccc(-c2csc(-c3cccnc3)n2)c1)N1CCCCC1,-2,1,-12,9,-2,7,4,6,27
# Following part.
SMILES,Cdc25B inh,A340 absorber,Hsp90 inh,FXIa inh mix,MMP13 inh,JNK3 inh,AP complement,DUSP1 inh,FXIIa mix inh
O=C(COC(=O)c1cnccn1)c1ccc(Br)cc1,1,1,0,-4,-4,5,6,15,11
Cc1ccc(NC(=O)CCn2c(=O)oc3ccccc32)c(C)c1,8,0.99,-2,2,6,-9,6,5,4
CCOc1ccccc1C(=O)NCc1ccco1,-1,1,-17,1,3,-1,11,0,1
N#Cc1c(N)nc(N2CCCC2)c(C#N)c1-c1ccc(Cl)cc1,3,1,2,1,3,1,9,-5,3
CCCCn1nc(C(=O)N2CCc3ccccc32)c2ccccc2c1=O,-20,0.99,-2,1,1,6,-8,12,1
CCOC(=O)NC(O)C(=O)c1cccs1 (stereo not given),-9,1,-5,x,2,1,x,-20,x
Cc1ccc2nc3c(cc(C(=O)NCCCn4ccnc4)n3C)c(=O)n2c1,3,1.1,-3,x,i[fluorescence artefact?],-6,x,13,x
O=C1C2C3C=CC(C3)C2C(=O)N1CCCCN1C(=O)C2C3C=CC(C3)C2C1=O (stereo not given),-12,1.1,-4,8,4,3,7,0,3
O=C(c1cccs1)c1cn(CC(=O)N2CCc3ccccc3C2)c2ccccc12,-1,1,-4,-16,1,5,2,-7,1
COc1ccccc1NC(=O)CSc1nnc(-c2ccncc2)n1CC1CCCO1 (stereo not given),-10,0.97,0,0,2,-3,10,-7,4
CCC(=O)Nc1ccc2c(c1)nc1n2CCSC1,-8,1,-3,4,2,-10,1,-9,8
CCOC(=O)C(C)Sc1nc2c(c(=O)[nH]c(=O)n2C)n1Cc1ccc(Cl)cc1 (stereo not given),-11,1,-1,6,6,-4,16,11,8
N#CCCn1c(SCC(=O)NCCc2ccc(F)cc2)nc2ccccc21,-16,1,x,-1,6,x,3,2,-2
COc1ccc(-n2ncc3c(NCC(C)C)ncnc32)cc1,6,1.1,3,3,-31[fluorescence artefact?],13,11,-2,9
CCOC(=O)c1cn(CC)c2cc(N3CCOCC3)c(F)cc2c1=O,-9,1,-4,13,-11,7,2,5,-1
CC(=O)O[C@]1(C(C)=O)CC[C@H]2[C@@H]3C=C(C)C4=CC(=O)CC[C@]4(C)[C@H]3CC[C@@]21C,-1,0.98,4,5,6,-5,10,11,-6
O=C(CCc1nc2ccccc2[nH]1)NCc1ccc2c(c1)OCO2,-4,1,5,8,3,-1,5,7,-14
Cc1cccc(NC(=O)C2CCCN(c3nc(C)cc(C)n3)C2)c1 (stereo not given),-9,0.97,1,-4,-12,1,7,0,1
Cn1nc(OCC(N)=O)ccc1=O,0,1,-6,7,1,-2,7,24,8
COc1cc(OC)c(N(C)C(=O)CCNC(=O)Cn2cnc3ccccc3c2=O)cc1Cl,-16,1,-1,4,0,-1,13,15,1
CCOc1ccccc1N1CCN(c2nc3ccccc3nc2C(C#N)C(=O)OC)CC1 (stereo not given),22,0.99,13,9,-14,4,-3,9,-1
O=C(CSc1nnc2sc3ccccc3n12)c1ccco1,-16,0.98,-5,7,-7,3,8,-12,4
CC(=O)Nc1ccc(S(=O)(=O)NC(CC(=O)O)c2ccc(OC(C)C)cc2)cc1 (stereo not given),-4,0.99,1,8,-2,-3,10,-8,-6
O=C(Nc1nsc(-c2ccccc2)n1)c1ccncc1,0,1,1,-1,-4,2,20,-3,-2
CCOC(=O)c1cnc2c(OC)cccc2c1N1CCN(c2ccc(OC)cc2)CC1,-12,1,0,5,0,-5,6,26,8
# (more compounds)
SMILES,Cdc25B inh,A340 absorber,Hsp90 inh,FXIa inh mix,MMP13 inh,JNK3 inh,AP complement,DUSP1 inh,FXIIa mix inh
COc1cc(C(N)=O)ccc1OCc1ccccc1,5,1,-3,1,5,2,9,4,3
CC(=O)C1C(c2ccc(O)cc2)NC(=O)NC1(O)C(F)(F)F (stereo not given),-9,1.1,-2,0,-1,5,14,3,-2
N#Cc1c2ncn(CC(=O)c3ccc(Br)cc3)c(=O)c2c2n1CCC2,1,1,-2,1,-2,-3,4,-10,1
Cn1c(=O)n(C)c2cc(S(=O)(=O)NCc3ccccc3)ccc21,2,1,1,-4,-3,3,17,13,10
Cc1nnc(SCC(=O)N2CCOCC2)s1,-7,1,-3,1,2,0,-17,2,3
CCC(C)c1ccc2oc(-c3ccc(NC(=O)Cn4cnc5c(=O)n(C)c(=O)n(C)c54)cc3)nc2c1 (stereo not given),-1,1,-9,6,-100[fluorescence artefact?],2,17,17,6

# Five records picked at random from those above, as already listed:
SMILES,Cdc25B inh,A340 absorber,Hsp90 inh,FXIa inh mix,MMP13 inh,JNK3 inh,AP complement,DUSP1 inh,FXIIa mix inh
COc1ccc(-n2ncc3c(NCC(C)C)ncnc32)cc1,6,1.1,3,3,-31[fluorescence artefact?],13,11,-2,9
CCC(=O)Nc1ccc2c(c1)nc1n2CCSC1,-8,1,-3,4,2,-10,1,-9,8
O=C(Nc1cccc(F)c1)c1ccc(S(=O)(=O)N2CCOCC2)cc1,-33,1,-1,2,2,5,27,2,2
CC(=O)C1=C(O)C(=O)N(c2cccc(C(=O)O)c2)C1c1ccccc1F (stereo not given),21,1.1,0,x,-3,-5,x,-20,x
O=S(=O)(c1cccc(-c2csc(-c3cccnc3)n2)c1)N1CCCCC1,-2,1,-12,9,-2,7,4,6,27
